Screening data deposited in PubChem BioAssay by several laboratories.
ABHD5 PLIN5 PPI – ABHD5-PLIN5 protein interaction inhibition. Q00G26+Q8WTS1. Split G. princeps luciferase complementation, luminescence, 4 h. inhibition, % at 4 µM. actives 0.78% (n = 360,000);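 active = inhibition above the mean inhibition across every tested compound plus 3 SD, cut at about 22% in these data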;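 note: 0% = DMSO only wells and the 100% control is not disclosed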
Granule exo inh – blocks lytic granule exocytosis; TALL-104 LAMP-1 surface exposure, flow cytometry; cells stimulated with thapsigargin and PMA; inhibition, % at 10 µM; actives 0.66% (n = 360,000);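 active = inhibition above about 55%, limit read from the data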
MC4R antagonist – human MC4R antagonism in cAMP assay; P32245; inhibition, % at 6.5 µM; actives 0.48% (n = 360,000); MC4R-expressing cells, MTII-stimulated cAMP, LANCE TR-FRET;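 active = inhibition above its plate's cutoff, the mean of tested wells on that plate plus 3 SD, cut at about 29% in these data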;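 note: 0% = Melanotan II alone and 100% = Melanotan II plus saturating MCL0020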
Target sequence (P32245 whole entry, looked up): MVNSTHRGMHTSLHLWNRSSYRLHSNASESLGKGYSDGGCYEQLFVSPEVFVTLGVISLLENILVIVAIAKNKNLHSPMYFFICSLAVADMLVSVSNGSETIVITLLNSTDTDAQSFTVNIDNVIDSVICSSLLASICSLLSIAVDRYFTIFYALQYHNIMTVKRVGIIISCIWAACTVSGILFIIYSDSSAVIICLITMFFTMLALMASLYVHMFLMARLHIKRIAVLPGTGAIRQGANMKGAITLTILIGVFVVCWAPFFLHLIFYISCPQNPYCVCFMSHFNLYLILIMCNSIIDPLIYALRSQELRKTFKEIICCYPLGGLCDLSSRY
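System: U2OS-MC4R stable cell line; Technique: Eu-cAMP/anti-cAMP TR-FRET, emission 671 nm; Repeats: single well per compound; Also added: Melanotan II; Dosing: one concentration, 6.5 µM nominal; Schedule: 30-min compound, 1-h challenge, 1-h detection, room temperature.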
ABCB6 inh MLPCN – inhibitors of human ABC transporter ABCB6. AID 602162. K562-ABCB6 porphyrin accumulation, flow cytometry, 1 h; stronger effect = lower value. actives 0.19% (n = 360,000). fluorescence ratio to DMSO, % at 10 µM. Q9NP58;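 active = fluorescence ratio to DMSO below 75%, the collection mean minus 3 SD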;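 note: signal is porphyrin accumulated inside mitochondria; 100% equals median channel fluorescence of DMSO control wells; lower ratio means ABCB6 inhibition with less porphyrin fluorescence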
MC4R barr agon – human MC4R agonism via beta-arrestin | P32245 | activation, % at 8.9 µM | AID 540308 | actives 0.98% (n = 360,000) | U2OS MC4R beta-arrestin complementation, luminescence; percent of melanotan II response, DMSO zero;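 active = activation above a per-plate cutoff, the mean activation of sample wells on that plate plus 3 SD, cut at about 8% in these data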
aDG glyco up – increases alpha dystroglycan glycosylation; activation, % at 10 µM; actives 0.22% (n = 360,000); Pro5-aDG cells, alpha-DG glycosylation AlphaScreen (IIH6); 0% Pro5, 100% B10-LARGE cell signal; AID 624168;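 active = activation of at least 8% versus controls, or a plate z-score of at least 8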;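 note: Pro5 are CHO cells carrying HIG-tagged alpha-DG that lacks glycosylation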
HTR2A ag – activates the mouse 5-HT2A serotonin receptor; P35363; CHO-K1 mHTR2A beta-arrestin complementation, luminescence; percent of 30 µM serotonin response; activation, % at 7.6 µM; actives 0.66% (n = 360,000); AID 624169;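 active = activation above a run cutoff, the mean activation of all tested compounds plus 3 SD, cut at about 14% in these data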;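 note: 0% = plate median of compound wells and 100% = 30 µM serotonin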
Target sequence (P35363 whole entry, looked up): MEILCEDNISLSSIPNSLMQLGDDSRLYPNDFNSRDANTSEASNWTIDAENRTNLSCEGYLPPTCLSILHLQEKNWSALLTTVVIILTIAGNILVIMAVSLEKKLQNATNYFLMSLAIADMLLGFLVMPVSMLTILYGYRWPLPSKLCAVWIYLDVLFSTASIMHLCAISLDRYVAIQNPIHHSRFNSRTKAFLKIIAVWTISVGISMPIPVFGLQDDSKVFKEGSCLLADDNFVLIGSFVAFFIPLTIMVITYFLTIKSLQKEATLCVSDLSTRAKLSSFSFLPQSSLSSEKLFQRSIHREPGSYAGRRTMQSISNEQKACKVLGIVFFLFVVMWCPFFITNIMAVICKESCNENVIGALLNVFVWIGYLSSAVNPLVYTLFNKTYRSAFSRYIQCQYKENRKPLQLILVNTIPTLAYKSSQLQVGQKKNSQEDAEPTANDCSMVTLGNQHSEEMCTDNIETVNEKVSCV
iPSC survival up – hiPSC single-cell survival enhancement. survival enhancement, % at 20 µM. actives 0.044% (n = 360,000). ATPlite luminescence; 100% = ROCK inhibitor wells, 0% = DMSO; in the data active = survival enhancement above about 18%;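 note: cells exposed to compounds for 16 hours before the ATP read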
H9c2 protect – myocardial damage modulation in H9c2 cells; H9c2 cardiomyocytes, H2O2 injury protection, ATPLite, 2 h; protection from H2O2 cell death, % at 20 µM; actives 0.63% (n = 360,000); AID 588492;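 active = compounds giving at least 50% protection of heart cells from peroxide-induced death in the single-dose screen, raw or plate-pattern-corrected value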;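 note: 0% = DMSO wells with peroxide and 100% = DMSO wells without peroxide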
Glyco luc inh – blocks N-linked glycosylation in D54 reporter cells. reporter increase, % at 12.5 µM. actives 0.23% (n = 360,000). D54 ERlucT glycosylation luciferase reporter, 24 h; percent of 100 nM tunicamycin response;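 active = mean luciferase reporter signal, scaled so untreated is 0 and the glycosylation-blocking control 100, at or above a set limit in every replicate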;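 note: luciferase carries N-glycosylation sites so blocking glycosylation raises the light; 0% = median of neutral control wells and 100% = median of 100 nM tunicamycin wells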
An asterisk follows results filed as active; . = no result given.

smiles	H9c2 protect	aDG glyco up	MC4R barr agon	ABCB6 inh MLPCN	HTR2A ag	Granule exo inh	iPSC survival up	ABHD5 PLIN5 PPI	MC4R antagonist	Glyco luc inh
O=C(Nc1nc(-c2ccc(Cl)cc2)cs1)C1CCCO1 (stereo not drawn)	-8	0.3	-2.7	91	1	0	0.0	-4	-4	2
CCCNC(=O)Nc1ccc2c(c1)N(C)C(=O)c1ccccc1S2	-8	0.2	-2.0	103	-5	2	3.5	33*	12	-1
CC1(C)CC(=O)C/C(=N\NC(=O)c2cccs2)C1	7	0.2	0.3	106	2	-6	0.3	-3	17	1
O=C(Nc1oc2ccccc2c(=O)c1-c1ccc(Br)cc1)c1ccco1	3	1.6	-2.3	111	6	2	0.0	-10	22	-2
Nc1cc(Nc2ccc(Br)cc2)nc(N)n1	-7	0.1	1.9	101	4	4	0.2	1	6	0
Cn1c(=O)n(C)c2cc([N+](=O)[O-])c(N3CCN(C(=O)C(C)(C)C)CC3)cc21	-2	-0.1	-3.1	93	-1	-4	2.0	-2	5	1
COc1ccc(-c2ccc(=O)n(CC(=O)NCc3ccco3)n2)cc1	-17	0.2	-0.4	107	-2	4	-0.9	0	3	2
O=C(Nc1ccc(N2CCOCC2)cc1)C1CC(=O)N(c2ccc(Cl)cc2)C1 (stereo not drawn)	-3	-0.5	0.8	82	9	-3	0.7	-1	8	-1
COc1cc(/C=C/C(=O)OCC(=O)N2CCOCC2)ccc1OCC#N	0	0.0	-0.6	96	-3	1	-0.2	-8	-4	0
O=C(CN1CCCCCC1)Nc1cccc([N+](=O)[O-])c1	-1	0.6	-4.3	93	-15	5	-1.9	-2	3	-1
COC(=O)C1=C(C)NC(=O)NC1c1ccsc1 (stereo not drawn)	5	0.0	-1.3	96	0	-2	1.7	0	10	4
Cc1ccc(O)c(C(=O)C=Cc2ccccc2)c1	-12	0.1	1.9	102	3	13	-4.2	41*	-5	30*
Oc1ccc(Cl)cc1CNc1cccc2cccnc12	-17	0.4	2.3	103	3	32	-0.8	-13	7	13
COCCn1nnnc1CN1CCOCC1	10	-0.1	-1.4	93	-3	-3	0.1	0	2	0
C[C@@]12C(=O)Nc3ccc(Cl)cc3C(=O)N1[C@H]1c3cc(Br)ccc3OC[C@@H]1[C@@H]2c1ccccc1	-2	0.1	1.1	95	6	5	-0.2	4	2	17
CCOc1ccc(C(=O)Cc2cc(OC)c(OC)cc2[N+](=O)[O-])cc1	-2	0.1	12*	102	3	-3	-0.9	5	-3	2
Cc1cccc(N(C)C(=O)c2coc(=O)c3ccccc23)c1	1	-0.2	-3.2	99	2	-2	6.2	4	4	1
O=c1cc(COc2ncnc3c(Cl)cc(Cl)cc23)nc2sccn12	55*	-0.2	-1.0	99	0	-8	1.6	0	24	-2
O=C(c1ccc(Cl)nc1)N1CCN(S(=O)(=O)c2ccccc2)CC1	11	0.0	-1.4	94	-1	2	-0.6	-5	12	0
COc1ccc(C2CC(c3ccc(F)cc3)Nc3nc(N)nn32)cc1 (stereo not drawn)	1	0.1	1.0	99	1	4	1.7	4	1	1
O=C(c1ccccc1[N+](=O)[O-])N1CC2C3C=CC(C3)C2C1 (stereo not drawn)	-8	0.3	-0.9	97	2	12	3.5	-4	14	2
CCC(=O)c1ccc(OCC(O)Cn2nc(C)c(Br)c2C)cc1 (stereo not drawn)	-1	0.1	-0.9	97	-6	-7	-0.4	19	0	1
C/C(=N\NC(=O)C1CC1c1ccccc1)c1ccc(C)s1 (stereo not drawn)	-20	0.7	1.3	94	-2	0	-4.6	0	-3	-2
Cc1ccc(CCNC(=O)C2CCCN(S(=O)(=O)c3c(C)noc3C)C2)cc1 (stereo not drawn)	8	0.3	-0.9	97	-5	1	-0.8	-2	5	0
C[C@@H]1CCC2[C@](C)(CO)[C@@H](O)CC[C@]2(C)[C@@]12CCC(CO)(CCO)O2 (stereo partly drawn)	0	0.0	1.3	99	9	5	-0.6	4	19	0
Cc1ccc2c(COC(=O)c3n[nH]c4ccccc34)cc(=O)oc2c1	-2	-0.1	7.3	99	1	-1	-1.2	-3	-4	-6
CC(C)(C)OC(=O)C[C@H]1C/C=C\C[C@@H](CC(=O)N(CCO)Cc2ccccc2)C(=O)N2CCC[C@@H]2COC1=O	6	-0.2	-2.6	101	-1	14	-1.7	-1	-2	-1
Cc1nc2cc(NC(=O)c3cccc(S(C)(=O)=O)c3)ccc2o1	2	-0.1	-1.2	97	-4	-15	-0.6	1	5	4
CNc1snc(C)c1C(=O)OC(C)C(=O)Nc1cccc(C)c1 (stereo not drawn)	-16	0.8	-2.4	95	1	-3	-1.6	-2	9	-4
CCc1cc2c(cc3c(=O)n(CC(=O)NCCCN(CC)CC)nc(CC)n32)s1	4	-0.1	-1.8	99	-3	-5	-1.9	-4	-2	2
Nc1ccc(N)c(C(=O)O)c1	-13	0.0	-1.6	102	2	0	-0.7	-6	-25	4
COc1cccc(CNC(=O)[C@H](C)NC(=O)N2CC(=O)Nc3ccccc32)c1	-4	0.0	0.4	98	5	2	2.6	5	2	4
COc1cc(OC)c(C(=S)N2CCCC2)cc1OC	1	0.0	0.2	96	7	6	3.6	-3	13	1
CCOc1ccc2oc(C(=O)N3CCN(c4ccccn4)CC3)c(C)c2c1	-2	0.0	3.0	110	-4	4	0.2	-3	8	-1
COc1cc(/C=N/NC(N)=S)ccc1OCc1ccc(C)cc1	-6	-0.8	-0.8	100	6	2	-1.3	-2	-1	-6
O=C(O)/C=C/C(=O)c1ccc2c(c1)CCc1ccccc1-2	-17	1.5	-4.5	96	-3	11	-4.3	95*	15	-6
Cc1onc(-c2c(F)cccc2Cl)c1C(=O)c1ccccc1O	0	0.0	-0.7	99	3	0	-0.5	8	0	1
CCOC(=O)Cn1c(=NC(=O)c2cc(-c3cccs3)nc3ccccc23)sc2cc(S(N)(=O)=O)ccc21	75*	0.0	4.9	104	4	21	1.4	9	15	0
C=CCn1c(SCC(=O)NCC2CCCO2)nnc1-c1ccccc1 (stereo not drawn)	6	-0.1	0.7	105	-1	12	3.8	3	0	-1
Cn1nccc1NS(=O)(=O)c1ccc(NC(=O)C(F)(F)F)cc1	0	-0.1	-1.8	96	2	-7	-0.7	-1	2	0
CCn1c(CSc2nc(C)cs2)nc2cc(S(=O)(=O)N(C)C)ccc21	2	-0.2	-0.6	92	-3	2	0.4	0	0	-1
O=C(c1cc2c(s1)CCCC2)n1cccn1	-7	0.1	-2.1	99	3	-2	3.7	-4	-3	0
COc1ccc(CCNC(=O)c2ccc(CS(=O)(=O)Cc3ccc(C)cc3)o2)cc1OC	4	-0.3	-0.8	95	-3	13	-3.9	0	1	-1
CC(=O)Nc1ccc(C(=O)N/N=C/c2ccncc2)cc1	5	-0.3	-0.2	91	1	-4	0.9	4	1	0
CCn1c(SCC(=O)Nc2nc(-c3ccc(C)cc3)cs2)nnc1-c1ccccc1	-12	0.5	2.0	91	-1	1	-2.4	1	-4	1
Cc1ccc(S(=O)(=O)NN=Cc2ccccc2Cl)cc1	-3	-0.1	-1.0	100	3	-3	-0.5	-7	-1	4
O=C(Cc1ccccc1)N/N=C/c1ccc(OC(=O)/C=C\c2ccco2)cc1	-14	0.0	1.6	99	-1	4	-0.7	6	1	5
COCCCN1C(=O)c2ccccc2C1C(=O)NC1CCCCCC1 (stereo not drawn)	9	-0.1	0.4	103	-4	14	-2.0	0	9	0

Record cards (already shown).
Record of O=C(Cc1ccccc1)N/N=C/c1ccc(OC(=O)/C=C\c2ccco2)cc1 = H9c2 protect = -14; aDG glyco up = 0.0; MC4R barr agon = 1.6; ABCB6 inh MLPCN = 99; HTR2A ag = -1; Granule exo inh = 4; iPSC survival up = -0.7; ABHD5 PLIN5 PPI = 6; MC4R antagonist = 1; Glyco luc inh = 5
Record of COc1ccc(CCNC(=O)c2ccc(CS(=O)(=O)Cc3ccc(C)cc3)o2)cc1OC = H9c2 protect = 4; aDG glyco up = -0.3; MC4R barr agon = -0.8; ABCB6 inh MLPCN = 95; HTR2A ag = -3; Granule exo inh = 13; iPSC survival up = -3.9; ABHD5 PLIN5 PPI = 0; MC4R antagonist = 1; Glyco luc inh = -1

Further entries
smiles	H9c2 protect	aDG glyco up	MC4R barr agon	ABCB6 inh MLPCN	HTR2A ag	Granule exo inh	iPSC survival up	ABHD5 PLIN5 PPI	MC4R antagonist	Glyco luc inh
Nc1cc(OC(=O)c2ccccc2Br)nn1S(=O)(=O)c1ccccc1	5	-0.2	-3.6	103	2	-3	-0.6	-4	2	3
OC(CN1CCCCC1)Cn1c2ccc(Cl)cc2c2cc(Cl)ccc21 (stereo not drawn)	-16	0.2	4.8	92	-8	-12	-0.6	17	-5	2
COc1ccc(Cc2noc(-c3ccc([N+](=O)[O-])cc3)n2)cc1OC	-13	0.5	-0.9	98	2	-5	-0.8	0	4	-3
COc1cc(OC)cc(C(=O)NC(=S)N2CCN(c3ccc(C(F)(F)F)cc3[N+](=O)[O-])CC2)c1	0	0.3	-1.0	102	-3	10	-1.3	-3	-5	4
Cc1ccc(Cn2c(N3CCN(CCO)CC3)nc3c2c(=O)n(C)c(=O)n3C)cc1	5	0.0	-0.7	95	-4	12	0.0	0	7	4
O=C(Nc1cccc(-c2csc(Nc3ccc(Cl)cc3)n2)c1)c1cc([N+](=O)[O-])cc(C(F)(F)F)c1	-14	2.6	-1.1	98	6	-4	2.2	-6	9	-5
CN(C(=O)c1ccc2c(=O)n3c(nc2c1)CCCCC3)c1ccccc1	0	0.2	-0.8	.	-1	-3	1.2	3	4	-1
CCc1ccc2oc(C(=O)NCC(c3ccc(OC)cc3)N3CCCCC3)c(C)c2c1 (stereo not drawn)	-6	0.1	-0.7	95	-2	10	-0.5	4	7	-10
CC12CCC(C(=O)N(CC(O)CN3CCCCCC3)C1=O)C2(C)C (stereo not drawn)	-4	0.0	-1.5	95	-2	-1	-0.4	0	-2	-1
O=C(CCSCc1ccccc1Cl)NC1CCCC1	0	-0.2	1.5	91	2	5	-0.5	8	3	3
O=Cc1c(NCc2ccc(F)cc2)c2ccccc2[nH]c1=O	6	-0.2	-0.2	97	-6	0	-0.8	0	-1	-1
COc1ccccc1C(C[N+](=O)[O-])c1c(N)n(C)c(=O)n(C)c1=O (stereo not drawn)	-1	0.4	1.9	95	-1	35	-0.8	39*	-11	8
CCC(=NCc1ccccc1)c1c(C(F)(F)F)[nH]n(-c2nc3ccccc3s2)c1=O	-8	0.1	-0.5	104	-2	2	-2.7	-1	1	-2
C=CCSc1nnc(Cc2cc(=O)[nH]c(=O)[nH]2)n1-c1cc(C)ccc1C	0	-0.1	-0.9	84	-1	2	-1.4	1	2	0
COc1ccc(N2C(=O)CC(N3CCC(C(N)=O)CC3)C2=O)cc1 (stereo not drawn)	6	0.1	-1.1	97	1	6	-1.4	5	5	1
COc1ccc(S(=O)(=O)N2CCC(C(=O)N3CCc4ccccc4C3)CC2)cc1C	-2	-0.1	-0.9	95	-3	-1	-0.9	-7	1	2
CC(C)c1ccc2c(c1)C(c1ccc(N3CCOCC3)cc1)=NNC(c1cccs1)=N2	8	-0.7	-1.2	95	-1	-1	-0.9	-5	6	-3
